# Assay outcomes (PubChem)
# NTR1 agonist = agonists of NTR1, primary screen, imaging, U2OS cells, beta-arrestin-GFP, high content (AID 493036); 0.17% of 330,000 active; NTR1-U2OS beta-arrestin-GFP spot imaging, agonist mode; activation, % at 20 µM;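 active = activation at or above 40% of the spot to cytoplasm intensity ratio, with at least 20 cells analyzed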;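 also: 0% = DMSO without peptide and 100% = 100 nM NTR1 peptide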
# Target sequence (P30989 whole entry, looked up): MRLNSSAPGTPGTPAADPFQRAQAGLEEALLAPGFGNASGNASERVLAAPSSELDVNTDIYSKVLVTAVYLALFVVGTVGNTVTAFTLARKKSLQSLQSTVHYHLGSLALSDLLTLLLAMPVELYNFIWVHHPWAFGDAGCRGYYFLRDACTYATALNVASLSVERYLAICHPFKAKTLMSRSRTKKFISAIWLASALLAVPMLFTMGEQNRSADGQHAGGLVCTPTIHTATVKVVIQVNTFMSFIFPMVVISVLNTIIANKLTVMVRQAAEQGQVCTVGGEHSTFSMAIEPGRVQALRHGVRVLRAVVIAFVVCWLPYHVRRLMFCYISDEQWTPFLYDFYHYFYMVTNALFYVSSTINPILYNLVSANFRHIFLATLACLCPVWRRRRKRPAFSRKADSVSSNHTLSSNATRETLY
# UTI89 phage lysis = inhibition of K1F phage lysis, E. coli UTI89, bacterial capsule biogenesis inhibitors, alamar blue (AID 488966) | inhibition, % at 100 µM; hits with a dose series show IC50 in µM | 0.02% of 340,000 active | E. coli UTI89 K1F phage lysis, alamar blue, 2 h; higher % means a stronger effect;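 active = phage lysis inhibition, versus mean bacterial control, above a set limit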;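 also: capsule biogenesis inhibitors block K1F phage lysis so surviving cells raise fluorescence; higher fluorescence means more inhibition of phage lysis; actives were called in the ten point dose series up to 300 µM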
# NS5 inhibitors = flavivirus cap methylation enzyme inhibition – biochemical, confirmation dose response, primary screen (AID 588689); Dengue-2 NS5 methyltransferase capping enzyme assay, biochemical; higher % means a stronger effect; one-dose inhibition, % at 25 µM; IC50 in µM for titrated hits; 0.3% of 340,000 active; in the data active = a potency from the dose series
# NTR1 agonist cell count 20 µM = further read-out of NTR1 agonist, marked with its call; cell count; measured here: cell count, cytotoxicity flag
# NS5 inhibitors pilot replicate = further read-out of NS5 inhibitors, marked with its call; inhibition, %; measured here: pilot screen replicate inhibition
# Active calls of the source: *; [ ] = remark or other dose. Some of the compounds tested. The share of hits here may be higher or lower than overall.
SMILES,NTR1 agonist,NTR1 agonist cell count 20 µM,UTI89 phage lysis,NS5 inhibitors,others
O=C(CCNC(=O)c1ccco1)NCCc1c[nH]c2ccccc12,1.1,62,0.8%,-3%,
CCC1(c2ccc(OC)cc2)NC(=O)N(CC(=O)N2CCc3ccccc32)C1=O (stereo not given),-0.1,47,0.5%[50 µM],1%,
COc1ccc(S(=O)(=O)N2CCN(C(=O)c3cc(C4CC4)nn3-c3ccccc3)CC2)cc1OC,-0.2,58,-4.7%,-5%,
Cc1cccc(OCC(=O)NNC(=O)CCN2CCN(c3ccccc3)CC2)c1C,0.3,72,0.2%,5%,
CCOc1ccc(S(=O)(=O)N2CCN(C(=O)c3ccc(C)c(S(=O)(=O)N4CCOCC4)c3)CC2)cc1,-1.1,52,0.1%[50 µM],-6%,
COc1ccc(C(=O)N2CCC2)cc1S(=O)(=O)NCc1ccc(Cl)cc1,-0.8,57,0.5%[50 µM],-5%,
COc1cc(OC)c2c(-c3cccc(-c4ccc(OC)c(F)c4)c3)cc(=O)oc2c1,1.4,78,0.2%,-1%,NS5 inhibitors pilot replicate=-3.3
CCN1C[C@@H]2[C@@H]3C(=O)N(C)C(=O)[C@@H]3[C@](Cc3ccccc3)(C(=O)OC)N2C1=NC1CCCCC1,2.3,67,0.1%,-9%,NS5 inhibitors pilot replicate=-5.8
CCC1Nc2ncnc(N3CCN(c4ccccc4)CC3)c2N(Cc2ccccc2)C1=O (stereo not given),-0.5,68,0.0%,2%,
Cc1ccc(S(=O)(=O)N2CCCCC2)cc1NC(=O)CCNC(=O)c1ccccc1,-0.2,67,0.6%[50 µM],-4%,
C[C@@H]1CN([C@@H](C)CO)C(=O)c2cccc(NC(=O)Nc3ccccc3)c2O[C@H]1CN(C)C(=O)Nc1cccc2ccccc12,1.4,51,0.9%,-20%,
COc1c2ccc(OCC/C(C)=C/C(=O)C=C(C)C)cc2nc2occc12,1.7,53,2.5%,4%,
N#Cc1ccc(CSc2ccc(S(=O)(=O)N3CCCCCC3)cn2)cc1,1.3,68,1.1%[50 µM],-4%,
C[C@H](NS(=O)(=O)c1ccc(F)cc1)C(=O)OCC(=O)c1c(N)n(C)c(=O)n(C)c1=O,3.7,47,0.7%[50 µM],18%,
COc1ccc(-c2csc(NCCn3c(C)nc4cc(C(F)(F)F)ccc43)n2)cc1,3.7,66,4.6%,-7%,
CCOC(=O)C1=CN(Cc2cccc(F)c2)S(=O)(=O)N(CC)C1c1ccc(Br)cc1F (stereo not given),2.6,52,0.2%,8%,NS5 inhibitors pilot replicate=5.5
CC(OC(=O)c1ccc([N+](=O)[O-])o1)C(=O)Nc1nc(-c2ccc(F)c(F)c2)cs1 (stereo not given),6.3,53,-3.0%[50 µM],-4%,
Cc1cccc(NC(=O)COC(=O)c2ccc(S(=O)(=O)N3CCCC3)cc2)c1,0.1,60,1.2%[50 µM],1%,
COc1cccc(-c2csc3ncnc(Sc4nnnn4C)c23)c1,1.9,51,-0.8%,-6%,
CN(CC(=O)Nc1ccc(F)c(F)c1F)C(=O)/C=C/c1ccco1,3.5,68,-3.7%,-2%,
Cc1c(Cl)cnc(NC(=O)CSc2nnnn2C)c1Cl,-0.4,58,0.8%[50 µM],-3%,
CCOc1ccccc1NC(=O)COC(=O)c1c(CC)noc1C,0.2,68,1.0%[50 µM],6%,
O=C(COc1cccc(Cl)c1Cl)NC1CC1,0.3,49,0.3%[50 µM],-8%,
CCCCn1c(N)c(N(CCC(C)C)C(=O)COC(=O)c2cccnc2SC)c(=O)[nH]c1=O,0.0,76,0.1%[50 µM],-6%,
CCc1nnc(NC(=O)C2CCN(C(=O)c3ccccc3C)CC2)s1,0.8,52,1.8%[50 µM],-9%,
CCCn1nc(C(=O)N2CCN(c3ccccn3)CC2)c2ccccc2c1=O,0.5,51,1.1%,-4%,
CCOC(=O)C1=CN(Cc2cccc(F)c2)S(=O)(=O)NC1c1ccc2ccccc2c1 (stereo not given),9.4,57,-0.1%,6%,
COc1ccc(-c2cc(C(=O)OCC(=O)NC3CC3)c3ccccc3n2)cc1OC,2.3,52,1.9%,-9%,
CN(Cc1nc2ccccc2c(=O)[nH]1)C(=O)c1cccc(NC(=O)c2cccs2)c1,2.4,70,0.1%,14%,
C[C@H](CO)N1C[C@H](C)[C@@H](CN(C)Cc2ccc(C(=O)O)cc2)Oc2ccc(NS(=O)(=O)c3cn(C)cn3)cc2C1=O,-1.3,53,0.7%,-2%,
O=C(COC(=O)C1CCC(=O)N1)Nc1ccccc1OC(F)F (stereo not given),-1.0,57,-0.1%,5%,
C=CC[C@@H](CC(=O)N[C@H](CO)Cc1ccccc1)C(=O)N[C@H](C)COC(=O)[C@@H](CC=C)Cc1ccc(F)cc1,2.8,67,1.3%,-1%,
CC(C)NC(=O)N(C)C[C@H]1Oc2ccc(NS(=O)(=O)c3ccccc3)cc2C(=O)N([C@H](C)CO)C[C@@H]1C,-2.0,58,1.9%,-4%,
COc1ccccc1NCCC(=O)OCC(=O)Nc1cc([N+](=O)[O-])ccc1F,0.5,59,0.8%,0%,
CCOC(=O)C1=C(C)c2ccccc2N(S(=O)(=O)C(F)(F)F)C1C(=O)OCC (stereo not given),-1.6,54,0.0%,-4%,NS5 inhibitors pilot replicate=-1.8
Cc1noc(C)c1S(=O)(=O)N(C)C[C@H]1Oc2ccc(NS(=O)(=O)c3ccccc3)cc2C(=O)N([C@H](C)CO)C[C@@H]1C,3.9,45,-0.8%,4%,
Cc1ccc(S(=O)(=O)N2[C@@H](c3ccc(C(C)C)cc3)C(C(=O)O)=C[C@H]2C(C)(C)C)cc1,5.7,61,0.0%,-3%,NS5 inhibitors pilot replicate=-4.3
C[C@H]1COC(=O)[C@H](Cc2ccc(F)cc2)C/C=C\C[C@@H](CC(=O)NCCO)C(=O)N1,-0.8,48,-0.5%,-1%,
Cc1ccc(C)c(COC(=O)c2cccc(S(=O)(=O)N3CCCC3)c2)c1,3.2,70,-0.3%[50 µM],-14%,
CC[C@@H](C)[C@@H]1CN([C@@H](CN2CCC[C@H]2CN2C(N)=NC[C@H]2CC(C)C)C(C)C)C(=N)N1CCCC1CCCC1,-0.1,45,1.6%,-5%,NS5 inhibitors pilot replicate=-5.5
Cc1cccc(N2CCN(C(=O)CCc3nc4ccccc4c(=O)[nH]3)CC2)c1C,-0.5,53,-3.5%,-9%,
COc1ccc(NC(=O)CN(C)CC(=O)Nc2cccc3ccccc23)c(OC)c1,-0.3,56,0.4%[50 µM],-4%,
O=C(CNC(=O)c1ccc2ccccc2c1)NC1CCCCC1,1.1,61,0.2%[50 µM],-6%,
COc1ccc(Cl)cc1NC(=O)CN(C)CC(=O)Nc1ccc2c(c1)OCO2,0.6,64,1.1%[50 µM],2%,
COc1ccc(OC)c(NC(=O)COC(=O)CCS(=O)(=O)c2ccc(Cl)cc2)c1,0.5,63,0.1%[50 µM],-2%,
COc1cc2c(cc1OC)CN(C(=O)CCNC(=O)c1ccc(Br)cc1)CC2,-1.7,78,0.8%[50 µM],4%,
O=C(NN=Cc1cccc([N+](=O)[O-])c1)c1cc(-c2cccnc2)nc2ccccc12,2.0,51,0.7%[50 µM],0%,
O=C(Nc1ccccn1)C1CCN(S(=O)(=O)c2ccc3ccccc3c2)CC1,-1.1,65,-0.1%[50 µM],5%,
CCN(C(=O)CN1CCC(C(=O)OC)CC1)c1c(N)n(Cc2ccccc2)c(=O)[nH]c1=O,-0.3,55,0.8%[50 µM],-2%,
CCCc1cc(=O)[nH]c(SCC(=O)c2cc(C)n(CC3CCCO3)c2C)n1 (stereo not given),2.9,56,0.4%[50 µM],6%,
Cc1cc(C)c(C)c(S(=O)(=O)N2CCN(C(=O)c3cc(S(=O)(=O)N4CCOCC4)ccc3F)CC2)c1C,-2.4,57,-0.1%[50 µM],-3%,
O=C(COC(=O)c1ccc([N+](=O)[O-])o1)Nc1ccc(F)cc1,5.6,64,-0.4%[50 µM],-3%,
COCCNC(=O)c1cc(-c2ccccc2C)nn1CC1CC(c2cccnc2)=NO1 (stereo not given),-0.4,45,2.7%,2%,
Cc1c(C(=O)N(C)Cc2nc3ccccc3c(=O)[nH]2)oc2ccccc12,1.0,50,0.9%,10%,
CC1CCCCC12NC(=O)N(CC(=O)OCc1ccccc1Cl)C2=O (stereo not given),2.2,53,1.2%[50 µM],4%,
Cc1cc(C(=O)NN=Cc2c(C)[nH]c3ccccc23)c(C)o1,-0.2,68,-0.4%[50 µM],-15%,
Cc1ccc(S(=O)(=O)N2[C@@H](c3ccc(C(C)(C)C)cc3)C(C(=O)O)=CC[C@H]2c2ccc(C(C)C)cc2)cc1,11,59,0.4%,-3%,NS5 inhibitors pilot replicate=0.6
C[C@@H]1COC(=O)[C@H](NC(=O)OCC2c3ccccc3-c3ccccc32)C/C=C\C[C@@H](CC(=O)N[C@H](CO)Cc2ccccc2)C(=O)N1,2.8,54,-0.9%,-5%,
COCc1cc(=O)c2ccccc2o1,-0.8,50,0.2%,-3%,
O=C(CCNC(=O)c1ccc(Cl)cc1)Nc1nc2ccccc2[nH]1,-1.7,71,0.9%[50 µM],2%,

# The results go on:
SMILES,NTR1 agonist,NTR1 agonist cell count 20 µM,UTI89 phage lysis,NS5 inhibitors,others
CCN(CC)C(=O)[C@H]1CC(CC(=O)NCCc2ccccn2)C(=O)N2CCc3c([nH]c4ccccc34)[C@]12C (stereo not given in full),-1.1,52,-0.1%,-8%,NS5 inhibitors pilot replicate=-5.1
CC(C)(C)NC(=O)CC1C[C@H](C(=O)N2CCOCC2)[C@@]2(C)c3[nH]c4ccccc4c3CCN2C1=O (stereo not given in full),-1.6,52,0.0%,-3%,NS5 inhibitors pilot replicate=-4.6
CCN(C[C@H]1N[C@@](C)(C(=O)OC)[C@H]2C(=O)N(C)C(=O)[C@@H]12)C(=O)Nc1ccc(F)cc1,0.9,44,0.4%,2%,NS5 inhibitors pilot replicate=6.4
O=C(NCc1ccco1)c1cccc2c1C(=O)c1ccc(N3CCCC3)cc1S2(=O)=O,-0.5,57,0.1%,-9%,
Cc1cccc(C(=O)OCC(=O)N2CCc3ccccc3C2)c1O,0.0,63,0.5%,0%,
Cc1nc2ccccc2n1CC(=O)OCC(=O)N1CCC(C)CC1,0.7,64,-1.8%,0%,
CC(C)(C)NC(=O)C[C@H]1C[C@H](C(=O)N2CCOCC2)[C@@]2(C)c3[nH]c4cc(-c5ccco5)ccc4c3CCN2C1=O,0.5,67,-0.1%,-8%,NS5 inhibitors pilot replicate=-0.9
CCCCCCN[C@H]1CCC2C3CC=C4C[C@@H](O)CC[C@]4(C)C3CC[C@@]21C (stereo not given in full),4.4,61,4.7%,-10%,
CC(Sc1nnc(-c2ccccc2F)o1)C(=O)Nc1ccc(N2CCOCC2)cc1 (stereo not given),-0.7,47,0.5%[50 µM],-1%,
CC(C)CN(C(=O)C1=NN(c2ccccc2)C(=O)CC1)c1c(N)n(Cc2ccccc2)c(=O)[nH]c1=O,-0.8,61,0.3%[50 µM],-6%,
C=CC[C@@H](CC(=O)N(CCO)Cc1ccccc1)C(=O)NC[C@H](OC(=O)[C@@H](CC=C)CC(=O)OC(C)(C)C)c1ccccc1,5.1,56,-2.1%,-2%,
COc1ccc(C(=O)COC(=O)c2ccccn2)c(OC)c1,3.8,47,-1.4%,0%,
